# UBC13 inh: UBC13 polyubiquitin chain formation inhibitors, primary screen, biochemical, TR-FRET, uHTS | Ubiquitin-conjugating enzyme E2 N (Homo sapiens), P61088 | inhibition, % at 20 µM | hit rate 0.47% among 330,000 | AID 485273, 2010; in the data active = inhibition above about 45%, passing the limit was not always enough
# Target sequence (P61088 whole entry, looked up): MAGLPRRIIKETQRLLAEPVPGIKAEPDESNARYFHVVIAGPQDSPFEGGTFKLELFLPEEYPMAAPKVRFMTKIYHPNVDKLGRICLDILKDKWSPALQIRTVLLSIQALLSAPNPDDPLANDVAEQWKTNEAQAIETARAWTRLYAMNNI
# HKDC1 inhibitor: HKDC1 hexokinase inhibitors, primary screen, biochemical, fluorescence, uHTS; hit rate 0.16% among 340,000; recombinant HKDC1, G6PDH/diaphorase resazurin coupled fluorescence; Q2TB90; inhibition, % at 20 µM;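 active = inhibition above about 35% when tested at 20 µM, limit read from the data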;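 also: plate controls were DMSO wells with enzyme for no effect and DMSO wells lacking enzyme for full effect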
# Target sequence (Q2TB90 whole entry, looked up): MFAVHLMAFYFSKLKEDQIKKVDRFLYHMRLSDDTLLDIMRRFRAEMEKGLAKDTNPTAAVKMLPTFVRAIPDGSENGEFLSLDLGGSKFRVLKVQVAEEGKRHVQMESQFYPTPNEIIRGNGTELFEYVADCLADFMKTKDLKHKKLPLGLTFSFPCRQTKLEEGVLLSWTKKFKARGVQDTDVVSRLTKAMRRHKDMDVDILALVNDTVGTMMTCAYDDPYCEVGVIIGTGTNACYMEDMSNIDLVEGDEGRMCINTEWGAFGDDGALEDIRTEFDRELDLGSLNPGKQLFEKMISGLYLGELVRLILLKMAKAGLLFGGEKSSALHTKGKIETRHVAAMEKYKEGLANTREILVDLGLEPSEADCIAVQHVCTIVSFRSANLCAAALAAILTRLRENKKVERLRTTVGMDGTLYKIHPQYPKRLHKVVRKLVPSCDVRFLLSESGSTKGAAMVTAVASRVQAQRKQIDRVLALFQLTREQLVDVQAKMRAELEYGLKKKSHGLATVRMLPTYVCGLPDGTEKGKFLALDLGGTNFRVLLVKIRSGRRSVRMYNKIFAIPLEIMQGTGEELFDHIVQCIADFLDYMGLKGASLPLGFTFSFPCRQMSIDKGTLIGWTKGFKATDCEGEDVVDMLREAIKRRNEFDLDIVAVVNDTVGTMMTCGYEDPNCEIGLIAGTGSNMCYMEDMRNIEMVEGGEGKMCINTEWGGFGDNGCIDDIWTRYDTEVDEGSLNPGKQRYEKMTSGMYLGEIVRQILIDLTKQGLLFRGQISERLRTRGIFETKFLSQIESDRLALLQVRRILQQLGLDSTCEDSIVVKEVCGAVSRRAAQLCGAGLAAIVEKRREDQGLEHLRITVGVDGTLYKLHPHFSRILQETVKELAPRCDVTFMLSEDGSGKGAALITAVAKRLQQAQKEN
#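 Assay system: recombinant HKDC1 hexokinase; detection: coupled resazurin fluorescence, excitation 525 nm, emission 613 nm; benchmarks: DMSO-plus-enzyme-mix negative control, buffer-substituted positive control; compound dosing: single 20 µM dose; schedule: 90 min at room temperature in dark; also added: glucose plus 1 mM ATP as hexokinase substrates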
# SENP6 block: SENP6 protease inhibitors, primary screen, biochemical, luminescence, uHTS; inhibition, % at 10 µM; Recombinant SENP6 catalytic domain, aminoluciferin luminescence; Sentrin-specific protease 6 (Homo sapiens), Q9GZR1; hit rate 1.8% among 330,000;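 active = inhibition above about 50% at the single tested dose, limit read from the data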;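 also: plate controls were DMSO wells with enzyme for no effect and DMSO wells lacking enzyme for full effect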
# SENP8 block-1: human SENP8 protease inhibitors, primary screen, biochemical, fluorescence, Nedd8 protein substrate, uHTS; Sentrin-specific protease 8 (Homo sapiens), Q96LD8; recombinant SENP8; inhibition, % at 20 µM; hit rate 0.64% among 360,000; AID 602440, 2012; in the data active = inhibition mostly above about 40%, no sharp cut-off; inactive = mostly below about 27%
# beta cell repl: inducers of MIN6 beta-cell proliferation, primary screen, ATP luminescence, uHTS; hit rate 0.29% among 330,000; MIN6 cells proliferation, ATPlite luminescence, 48 h; cells starved in 0.2% serum; 100% = growth in 10% serum; proliferation, % at 10 µM;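 active = compounds whose signal lies at least 3.5 SD above the mean of all wells on their plate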;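 also: 0% = DMSO-treated cells in low-serum medium and 100% = 10% serum control; some compounds called inactive have numbers as strong as hits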
# SENP8 block-2: SENP8 protease inhibitors, primary screen, biochemical, luminescence; Sentrin-specific protease 8 (Homo sapiens), Q96LD8; AID 2540, 2010; hit rate 1.2% among 330,000; purified SENP8, Z-RLRGG-aminoluciferin cleavage; inhibition, % at 10 µM; in the data active = inhibition above about 50%
# SENP1 FRET inh: human SENP1 catalytic domain inhibitors, primary screen, biochemical, FRET, uHTS; Sentrin-specific protease 1 (Homo sapiens), Q9P0U3; recombinant SENP1 catalytic domain, CyPet-SUMO1-YPet FRET cleavage; inhibition, % at 10 µM; hit rate 0.21% among 360,000;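 active = inhibition at least 30% at 10 µM, raw YFP signal under a set limit, fluorescence ratio 0.5 to 1.5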;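 also: 0% = enzyme with DMSO and 100% = no enzyme wells; some results filed as inactive read as strong as hits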
#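 Assay system: hSENP1 catalytic domain, recombinant. Amount: SENP1 enzyme, 20 pM final. Schedule: 50 min reaction, RT, dark. Technique: FRET, CFP and YFP emission. Control set: no-enzyme wells low, DMSO-plus-enzyme wells high control.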
# PfG6PD inh: PfG6PD enzyme inhibitors, primary screen, biochemical, fluorescence intensity, uHTS | glucose-6-phosphate dehydrogenase-6-phosphogluconolactonase (Plasmodium falciparum 3D7) | PfGluPho enzyme, NADPH resazurin-diaphorase fluorescence | inhibition, % at 20 µM | hit rate 0.78% among 350,000;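 active = inhibition reaching at least a set limit at 20 µM in the primary screen, cut at about 59% in these data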;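 also: 0% = DMSO wells with substrate and 100% = DMSO wells lacking glucose-6-phosphate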
# SENP7 inh: SENP7 protease inhibitors, primary screen, biochemical, luminescence, uHTS; Sentrin-specific protease 7 (Homo sapiens), Q9BQF6; recombinant SENP7, Z-RLRGG-aminoluciferin luminescence, 40 min; inhibition, % at 5 µM; hit rate 1.5% among 330,000; AID 434973, 2010;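 active = inhibition above about 50% at the single test dose, limit read from the data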;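 also: plate controls were DMSO with enzyme for no effect and no enzyme buffer wells for full effect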
# Active calls of the source: *; . = not tested or not shown; & = joins results of further samples.
molecule	HKDC1 inhibitor	SENP8 block-1	PfG6PD inh	SENP7 inh	SENP6 block	SENP1 FRET inh	UBC13 inh	SENP8 block-2	beta cell repl
CC1CC(C)CN(C(=O)c2cc(S(=O)(=O)N3CCCCC3)ccc2Cl)C1 (stereo not drawn)	3	7	4	-3	-2	2	-9	-4	14*
CC(C)CNC(=O)CC(c1ccccc1)c1ccccc1	-6	9	3	-5	-2	3	-3	-4	-2
O=C(NCc1ccco1)c1cc(-c2ccccc2)nn1CC1CC(c2cccnc2)=NO1 (stereo not drawn)	2	4	-8	-6	-8	0	-15	5	4
COc1cccc(Oc2c(C)oc3c(CN4CCCC4)c(O)ccc3c2=O)c1	1	-448	1	-1	-13	1	5	-8	-3
COc1ccccc1N1CCN(C(=O)CNC(=O)Cn2cnc3sc(C)c(C)c3c2=O)CC1	-2	7	-16	-3	1	0	-9	6	-1
NC(=O)c1ccc(N2CCOCC2)nc1	-7	11	-13	-4	-19	2	-9	-11	-2
CCCc1cc(C(=O)Nc2ccccc2SC)no1	5	10	21	3	22	4	8	1	3
O=C(CSc1ccc(-c2ccco2)nn1)NCc1ccccc1	2	-12	8	-3	-26	1	-6	-8	0
O=C1CN(C(=O)COC(=O)c2cccc(S(=O)(=O)NCc3ccccc3)c2)c2ccccc2N1	-2	5	3	5	12	-1	-3	7	0
CCOC(=O)c1nc2sc(C)c(C)c2c(=O)[nH]1	-4	-304	22	5	-17	-11	10	-4	-3
O=C(Cn1nc(C(F)F)cc1C(F)F)NNC(=S)Nc1ccc(Cl)cc1	-14	8	-13	3	-2	-1	-6	4	1
CC(SC1=Nc2ccccc2C2CC=NN12)C(=O)NC1(C#N)CCCCC1 (stereo not drawn)	-2	22	-17	6	-4	-4	0	5	-2
CCOC(=O)C1(Cc2ccc(OC)cc2)CCN(C(=O)c2cc(C)on2)CC1	-2	-11	0	-9	-6	0	-2	-20	-1
O=C1CCC[C@@H]2C[C@@]3(C[C@@H]4CCN1[C@H]24)Nc1cc(Cl)ccc1NC3=NC1CCCCC1	3	6	2	.	.	5	.	.	.
CCOc1ccc(C2=[N+]([O-])C(C)(C)N(O)C2(C)C)cc1	-5	18	-14	4	-4	-1	2	-2	0
Cc1ccc(NC(=O)C2CC2)cc1S(=O)(=O)N1CCOCC1	-5	25	-1	6	-11	-1	3	8	-3
CC(C)CC1(C)NC(=O)N(Cc2cc([N+](=O)[O-])cc3c2OCOC3)C1=O (stereo not drawn)	-2	28	-3	3	-2	4	7	0	1
O=C(Nc1ccc(O)c(-c2nc3ccccc3o2)c1)C1(c2ccccc2)CCCC1	-5	-76	-16	6	4	-4	-14	-4	-6
CC1CCCCN1S(=O)(=O)c1ccc(C(=O)Nc2nnc(-c3ccccn3)o2)cc1 (stereo not drawn)	-5	11	-11	-8	-22	3	-26	6	-3
C=CCOc1ccc(NC(=O)C(=O)NCCCn2ccnc2)cc1	-14	10	-1	3	-4	2	7	1	-2
CC(Sc1ncc(C#N)c(N)n1)C(=O)Nc1ccccc1 (stereo not drawn)	-4	3	-3	3	1	-24	9	2	-1
Cc1cc(=O)[nH]c(SCC(=O)c2ccc(C)c(C)c2)n1	1	18	-15	-12	-8	3	-10	-16	-3
Cc1ccc(OCC(=O)N2N=C(c3ccncc3)CC2(O)C(F)(F)F)cc1C (stereo not drawn)	0	24	-17	-5	-10	0	4	0	-2
C=CCn1c(SCC(=O)N(C)C2CCS(=O)(=O)C2)nnc1-c1ccncc1 (stereo not drawn)	1	25	-6	0	-20	-1	5	-4	1
CCOc1ccc(S(=O)(=O)N2CCC(C(=O)NCCc3ccc(S(N)(=O)=O)cc3)CC2)cc1	0	9	1	0	-5	1	5	1	2
CCN(CC)c1ccc(NC(=O)CN2CCN(c3ccccc3F)CC2)cc1	8	10	14	2	-2	1	2	-5	-3
Cc1cc(NC(=O)CSc2nnc(CNC(=O)c3c(F)cccc3F)o2)no1	-2	2	7	0	2	1	1	5	5
C[C@H](N)c1nnc(SCC(N)=O)o1	1	-1	-1	6	-15	1	5	-5	-1
N=C1C(c2nc3ccccc3s2)=C(O)CN1NC(=O)c1ccc([N+](=O)[O-])cc1	17	-14	-15	.	.	-14	.	.	.
CCCCN(CC)S(=O)(=O)c1c(C)[nH]c(=O)[nH]c1=O	-4	14	-2	0	-21	2	-1	-3	-1
O=C(c1cc(COc2ccc(F)cc2Cl)on1)N(Cc1ccncc1)CC1CCCO1 (stereo not drawn)	-1	9	9	-2	-1	-1	4	-6	-1
COC(=O)C1(C)NC(c2ccc(C)cc2)C2C(=O)N(c3ccc(F)cc3)C(=O)C21 (stereo not drawn)	4	23	-6	2	-11	1	6	4	-1
CCCCn1nnnc1NCc1cccc(OC)c1OC	-4	16	18	1	0	-2	-1	3	1
Cc1ccc(S(=O)(=O)N2CCOCC2)cc1C(=O)Nc1ccc(C(N)=O)cc1	-2	5	-3	0	-29	-1	-5	-5	-3
Cc1nnc2ccc(-c3ccc(NS(C)(=O)=O)cc3)nn12	-2	-63	8	-6	-15	1	-10	-14	-4
O=C(COc1ccc(Cl)c2cccnc12)N1CCOCC1	0	-476	-7	2	-10	3	6	-1	-3
COc1cccc(NC(=O)CSc2cccc[n+]2[O-])c1	5	20	-13	4	2	2	-5	5	1
CC(=O)c1c(-c2ccccc2)[nH]c2ccccc12	-4	-52	-20	11	-11	0	-1	-4	-2
CC(=O)c1ccc(S(=O)(=O)Nc2ccc(-c3cn4c(n3)SCC4)cc2)cc1	-7	13	-7	-5	0	1	-11	-6	-3
CCNC(=O)C1CCCN(c2nc(C)cc(C)n2)C1 (stereo not drawn)	-2	-21	-4	8	2	0	1	0	-3
CN(CC(=O)Nc1ccc(N2CCOCC2)cc1)CC(=O)Nc1ccc(C(F)(F)F)cc1	-6	3	5	6	-11	2	-2	3	-1
O=C(NCCc1ccc(Cl)cc1)C1CCCO1 (stereo not drawn)	-3	13	-5	-2	5	8	7	3	2
COc1ccc(N2CCN(Cc3cc4c(cc3Br)OCCO4)CC2)cc1	-1	4	23	4	-13	1	5	0	0
COc1ccc(NC(=O)CN(C)S(=O)(=O)c2ccc(Cl)cc2)c([N+](=O)[O-])c1	-10	30	0	-1	-5	24	-14	-1	1
Cn1c(=O)c([N+](=O)[O-])c(NCCc2ccccc2)c2ccccc21	-5	6	11	-4	-6	0	15	-5	5
O=C(COC(=O)c1ccccc1)NC12CC3CC(CC(C3)C1)C2	-1	10	-11	1	-3	0	-9	-1	-4
CCn1ncc(C2=NOC(C(=O)NCc3ccc(OC)cc3)C2)c1C (stereo not drawn)	-8	6	1	.	.	1	.	.	.
O=C(CN1C(=O)NC2(CCCCC2)C1=O)N1CCN(C(=O)c2cccs2)CC1	-4	20	5	-2	-4	0	-4	-2	0
O=C(Nc1ccc(N2CCOCC2)cc1)Nc1ccc2nsnc2c1	-2	4	2	7	11	1	1	1	-1
COc1ccc(NC(=O)CSc2nnc(-c3ccccc3)n2N)cc1	0	16	4	-11	-9	4	-7	-7	-1
Cc1[nH]c(=O)[nH]c(=O)c1S(=O)(=O)N1CCCC(C(=O)NCc2ccco2)C1 (stereo not drawn)	5	26	-2	-5	-3	2	-2	1	-1
COc1ccc(-n2c(C)nn(CC3CC3)c2=O)cc1	-4	6	-2	.	.	4	.	.	.
CN(C(=O)CC(=O)Nc1ccc(Cl)c(Cl)c1)c1ccccc1	-4	-1	-12	4	5	1	3	7	-1
O=C(NC1CCCN(Cc2ccc(Cl)cc2)C1)c1ccoc1 (stereo not drawn)	4	13	-2	-6	-11	-2	1	-4	5
COc1ccc(-c2c(C)c3ccc(O)cc3oc2=O)cc1OC	1	-317	-10	-13	-23	-22	10	-19	-1
O=C(NCCN1CCOCC1)c1csc2c1CCCC2	-7	12	16	4	-7	1	2	-6	-3
CCNc1ccc(C(=O)Nc2ccc3nc(C)sc3c2)cc1[N+](=O)[O-]	15	14	10	7	-5	3	-33	-6	0
COc1ccccc1CN(C)C(=O)CN1CCN(CC(=O)Nc2ccccc2Cl)CC1	-5	8	-3	12	4	0	12	0	2
COc1ccc(NS(=O)(=O)c2ccc3c(c2)CCO3)cc1	2	8	-21	7	-14	2	-4	-6	1
Cn1cccc1C(=O)N1CCN(c2cccc(C(F)(F)F)c2)CC1	-5	10	3	-1	12	-1	6	7	-1

# Some of these compounds in order of count of non-hydrogen atoms, rising.
molecule	HKDC1 inhibitor	SENP8 block-1	PfG6PD inh	SENP7 inh	SENP6 block	SENP1 FRET inh	UBC13 inh	SENP8 block-2	beta cell repl
COc1cccc(NC(=O)CSc2cccc[n+]2[O-])c1	5	20	-13	4	2	2	-5	5	1
Cn1c(=O)c([N+](=O)[O-])c(NCCc2ccccc2)c2ccccc21	-5	6	11	-4	-6	0	15	-5	5
CCOC(=O)C1(Cc2ccc(OC)cc2)CCN(C(=O)c2cc(C)on2)CC1	-2	-11	0	-9	-6	0	-2	-20	-1

# Additional structures follow.
molecule	HKDC1 inhibitor	SENP8 block-1	PfG6PD inh	SENP7 inh	SENP6 block	SENP1 FRET inh	UBC13 inh	SENP8 block-2	beta cell repl
CCOc1ccccc1/C=N/Nc1ccc(Cl)nn1	-3	2	-2	0	-12	0	1	-5	3
CCOC(=O)Cc1nnc(NC(=O)CSc2ccc(C)cc2)s1	-4	4	-4	-10	-7	-15	6	5	-2
CC(=O)O[C@]1(C(C)=O)CC[C@H]2[C@@H]3C[C@H](C)C4=CC(=O)CC[C@]4(C)[C@H]3CC[C@@]21C	2&8	-5&4	0&-18	1	-14	0&1	2	-6	-3
CCc1nn(C(C)C(=O)N2CCc3ccccc3C2)c(=O)c2cc3occc3n12 (stereo not drawn)	-4	2	14	1	-4	-5	-7	-4	0
CN(CC(=O)Nc1ccccc1C(F)(F)F)C(=O)CSCc1ccccc1	-4	10	9	7	-7	1	-4	-10	3
CC(C)NS(=O)(=O)c1ccc(OCC(=O)NCCC2=CCCCC2)cc1	-5	18	5	0	-3	1	5	0	3
C/C(CC(=O)Nc1cc(C)ccn1)=N\NC(=O)c1ccc(C)cc1	-6	7	-22	-5	0	3	-6	-10	1
O=C(CCNC(=O)c1ccc(Cl)cc1)NC1CCCc2ccccc21 (stereo not drawn)	-3	17	-3	3	2	1	6	-10	-5
Cc1ccc(C(=O)N2CCN(c3ccccn3)CC2)cc1C	2	-5	11	2	2	0	12	-2	-3
CCC(C(=O)Nc1ccccc1OC)n1c(C(=O)OC)cc2ccsc21 (stereo not drawn)	-2	16	4	5	8	1	0	5	-3
Cc1cccc(Cn2c(=O)n(CCCC(=O)NCc3ccco3)c(=O)c3ccccc32)c1	-3	6	-6	-1	-10	0	14	-2	1

# Screening results deposited in PubChem by Sanford-Burnham Center for Chemical Genomics.
